TbREL1 inh – TbREL1 RNA ligase inhibitors, primary screen, biochemical, FRET fluorescence. 0.49% of 89,000 active. TbREL1 RNA ligation. AID 1117264, 2014. inhibition, % at 9.66 µM. RNA-editing ligase 1, mitochondrial (Trypanosoma brucei brucei), P86926;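 active = inhibition above the mean inhibition across all screened compounds plus 3 SD, cut at about 11% in these data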;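 note: 0% = plate median of test wells and 100% = NSC42067 control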
Target sequence (P86926 whole entry, looked up): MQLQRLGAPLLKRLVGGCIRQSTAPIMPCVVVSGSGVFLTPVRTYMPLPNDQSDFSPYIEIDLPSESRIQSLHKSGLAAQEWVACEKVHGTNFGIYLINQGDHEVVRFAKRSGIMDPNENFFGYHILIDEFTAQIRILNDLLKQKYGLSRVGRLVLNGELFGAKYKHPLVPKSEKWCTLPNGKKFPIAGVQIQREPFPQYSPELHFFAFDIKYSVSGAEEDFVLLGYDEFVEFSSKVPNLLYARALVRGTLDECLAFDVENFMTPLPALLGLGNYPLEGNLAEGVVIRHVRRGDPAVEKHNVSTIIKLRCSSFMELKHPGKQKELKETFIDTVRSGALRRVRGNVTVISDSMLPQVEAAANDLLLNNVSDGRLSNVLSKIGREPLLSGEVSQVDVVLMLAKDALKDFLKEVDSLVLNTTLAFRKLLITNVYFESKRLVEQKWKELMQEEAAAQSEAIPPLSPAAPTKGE
Starred values were filed as active, the others as inactive. This is a subset; the hit share may differ from the screen's.

structure	TbREL1 inh
CC(CN1CCC(n2nccc2NC(=O)C2CCCC2)CC1)c1ccccc1 (configuration not stated)	2.2
Cc1nc2ccccc2c(=O)[nH]1	5.1
Cc1nnc2c(Oc3ccccc3)nc3ccccc3n12	-2.5
Clc1ccccc1-c1nc2ccccc2c2nncn12	4.1
COc1cccc(NC(=O)c2cc(CN3C(=O)c4ccccc4C3=O)ccc2OC)c1	-1.1
NC(=O)CC(NC(=O)Cc1cccc2ccccc12)c1ccc(NC2CCC2)c([N+](=O)[O-])c1 (configuration not stated)	-0.8
COc1ccc(NC(=O)C2OC3OC(C)(C)OC3C3OC(C)(C)OC23)cc1 (configuration not stated)	1.7
COC(=O)CSc1nnc(-c2ccco2)n1-c1ccc(C)cc1	-0.7
CN(C(=O)c1ccc(NC(=O)Cc2ccc(NC(=O)C3CCN(C(=O)C4CC4)CC3)cc2)cc1)C1CCCC1	-1.9
COc1ccccc1NC(=O)N(C)C[C@@H]1OCc2cnnn2CCCC(=O)N([C@@H](C)CO)C[C@@H]1C	4.9
COc1ccccc1S(=O)(=O)Nc1cc(C)nn1-c1ccc(C)cc1	-1.7
N/C(=N\O)c1ccc(Cl)cc1Cl	3.8
Cn1c(=O)cc(Nc2ccccc2)[nH]c1=O	-2.9
CCOc1ccc(N(CC(=O)NC(C)(C)C)S(=O)(=O)c2c(C)noc2C)cc1	-1.3
O=C(N/N=C\c1ccc(F)cc1)c1cc(OCC(F)(F)F)ccc1OCC(F)(F)F	-1.2
C=C(C)CSc1[nH]c(=O)cc(C)c1C#N	-0.1
CC(=O)c1ccc(NC(=S)NC2CCCC(C)C2C)cc1 (configuration not stated)	2.3
COc1ccc(NS(=O)(=O)c2ccc(N3CCN(CCO)CC3)c([N+](=O)[O-])c2)cc1	2.1
COc1ccc(OC)c(Cc2nnc(CCC(=O)NC3CCCCC3)o2)c1	-2.9
CCOc1ccc(CC(=O)Nc2c(C(N)=O)oc3ccccc23)cc1OCC	-0.3
CN(c1ccccc1)S(=O)(=O)c1ccc(C(=O)N2CCCC2)cc1	-0.1
Cc1nc(Cl)c(C(=O)NC(=O)NCc2ccccc2)c(C)c1Cl	-1.8
Cc1c(NC(=O)c2ccc([N+](=O)[O-])o2)cccc1-c1nc2ncccc2o1	4.5
COc1cc2c(cc1OC)CN(C(=O)CSc1nnc3scc(-c4ccccc4)n13)CC2	-3.1
COc1ccc(-n2c(COc3ccccc3)nnc2SCc2ccc(C#N)cc2)cc1	0.9
COc1ccc2[nH]c(=O)c(CN(Cc3cccs3)S(=O)(=O)c3c(C)ccc4nsnc34)cc2c1	2.0
CCN(CC)c1nc(OC)nc(-n2nnc(C(C)=O)c2C)n1	-3.0
COc1ccc2c(c1OC)C(=O)OC2Nc1nc(-c2ccc([N+](=O)[O-])cc2)cs1 (configuration not stated)	0.9
CN(C)C(CNC(=O)CNC(=O)Cc1cccc2ccccc12)c1ccccc1 (configuration not stated)	-0.7
O=C(c1ccccc1)N1CCN(C(=O)c2ccc(OC(F)(F)F)cc2)CC1	-2.1
O=C(Nc1ccc(Cl)cc1)C1C2C=CC3(O2)C1C(=O)N(CCN1CCCCC1)C3C(=O)NC1CCCCC1 (configuration not stated)	-3.0
NCCCn1c(C(=O)c2ccc(Cl)cc2)c2ccc([N+](=O)[O-])cc2[n+]1[O-]	4.2
Cc1cc(NC(=O)c2ccc3c(c2)C(=O)N(CCC(C)C)C3=O)no1	1.0
C[C@@H](N)P(=O)(O)C[C@H](Cc1ccccc1)C(=O)O	-1.5
C[C@H]1COC(=O)[C@H](CC(=O)OC(C)(C)C)C/C=C\C[C@@H](CC(=O)N(CCO)Cc2ccccc2)C(=O)N1	8.8
CCOC(=O)C1CCCN(C(=O)CNC(=O)c2ccc(Br)o2)C1 (configuration not stated)	2.3
CN(C)/N=C/C=C1\CCC/C(=C/c2cccs2)C1=O	-5.7
N/C(=N\OC(=O)/C=C/c1ccc(Br)cc1)c1ccccn1	0.1
C[C@@H](NC(=O)c1[nH]cnc1C(=O)Nc1ccc(Cl)cc1)c1ccccc1	4.8
CCOC(=O)/C(N=Nc1ccc(F)cc1)=C(/O)c1ccc([N+](=O)[O-])cc1	-1.3
COc1ccc(C2CC(c3ccc(Br)cc3)=NN2C(=O)c2cccnc2)cc1 (configuration not stated)	-0.8
CCCS(=O)(=O)N1CCCC(C(=O)NCCc2ccc(OC)c(OC)c2)C1 (configuration not stated)	0.2
O=C(NC1(C(F)(F)F)NC(=O)N(C2CCCCC2)C1=O)c1ccco1 (configuration not stated)	2.2
COc1cccc(-c2nc(CS(=O)CC(=O)NCCCOC(C)C)c(C)o2)c1 (configuration not stated)	-2.3
COc1ccc(C)cc1C(=O)C1CC(C(=O)O)C(C)(C)C1C (configuration not stated)	-0.1
Nc1ccc(S(=O)(=O)NC2(C(F)(F)F)NC(=O)N(c3ccccc3Cl)C2=O)cc1 (configuration not stated)	5.3
O=C(c1cccc(S(=O)(=O)N2CCCC2)c1)N1CCCc2ccccc21	4.4
C[C@@H]1CN([C@@H](C)CO)C(=O)CCCn2nncc2CO[C@@H]1CN(C)C(=O)Nc1cccc(C(F)(F)F)c1	-0.9
O=C(Nc1cccc(Cl)c1)C1CCCN(S(=O)(=O)c2cnc[nH]2)C1 (configuration not stated)	2.0
CC(C(=O)N1CCc2ccccc21)N1CCN(S(=O)(=O)c2ccc3c(c2)OCCCO3)CC1 (configuration not stated)	-2.7

Next results
structure	TbREL1 inh
COC(=O)C(C)Sc1nnc(Cc2cc(=O)[nH]c(=O)[nH]2)n1-c1ccc(Cl)cc1 (configuration not stated)	-1.0
CC(=O)Nc1ccc(NC(=O)C2CC(=O)N(c3ccc(Cl)cc3)C2)cc1 (configuration not stated)	1.4
COC(=O)c1ccc2nc(-c3ccc(F)cc3)c(Cc3ccc(OC)cc3C)n2c1	3.9
COc1ccccc1-c1cc(C(F)(F)F)nc(S(=O)(=O)CCCC(=O)NCc2ccc(F)cc2)n1	0.2
CC[C@@]1(C(=O)OC)N[C@H](CN(C)S(=O)(=O)c2ccc(-c3ccccc3)cc2)[C@@H]2C(=O)N(C)C(=O)[C@@H]21	-0.3
O=C(O)c1ccc2c(c1)OCCCO2	8.0
O=C(c1ccccc1)C1CN(Cc2ccccc2)CCC1(O)c1ccccc1 (configuration not stated)	-2.6
Cc1cccc(C)c1Oc1nc(-c2ccccc2)ncc1S(=O)(=O)c1ccccc1	2.4
CCCCCC(=O)NC(=S)Nc1ccc(N2CCCCC2)c(Cl)c1	-2.4
CCOC(=O)Cc1csc(NC(=O)COc2ccc(OC)cc2)n1	3.3
COc1ccc(NC(=O)c2ccco2)cc1N	-7.5
CCc1ccc(NC(=O)C/C(C)=N/NC(=O)OCc2ccc(OC)cc2)cc1	-2.5
Cc1ccc(NCC(=O)N=Nc2c(O)n(C)c3ccccc23)cc1	0.0
Brc1ccc(-c2nnc3c4ccccc4nc(N4CCOCC4)n23)cc1	3.2
Cc1ccc(N(C(=O)c2ccc3c(c2)OCO3)C2C=CS(=O)(=O)C2)cc1 (configuration not stated)	6.5
Cc1ccccc1CN1CCCCC(NC(=O)Nc2cccc(F)c2)C1=O (configuration not stated)	0.2
Cc1ccccc1-n1nnnc1-c1ccccc1	5.9
Cc1ccc2c(c1)N(CC(=O)c1cccc(Cl)c1)C(=O)C(C)O2 (configuration not stated)	-0.5
CCOc1ccc(-n2c(SCC(=O)Nc3cc(C)c(NC(=O)c4ccccc4)cc3OC)nnc2-c2ccncc2)cc1	-0.8
O=C1N[C@@H](c2ccccc2)COC(=O)[C@@H](Cc2ccc(F)cc2)CC/C=C/C[C@H]1CC(=O)N(CCO)Cc1ccccc1	6.0
COc1cccc(CNC(=O)C2CCN(S(=O)(=O)c3cccc4nonc34)CC2)c1	2.7
CCCNc1[nH]c(=O)n(C)c(=O)c1N=O	1.4
COc1ccc(-n2nc3c(c2NC(=O)CC(C)C)CS(=O)C3)cc1 (configuration not stated)	1.2
Cc1cc(C)cc(C(=O)NC(CC(N)=O)c2ccc(NCC3CC3)c([N+](=O)[O-])c2)c1 (configuration not stated)	-1.0
O=C(Cc1ccc([N+](=O)[O-])cc1)NCc1ccccn1	1.7

The list goes on (6 carried over from the part before).
structure	TbREL1 inh
O=C1N[C@@H](c2ccccc2)COC(=O)[C@@H](Cc2ccc(F)cc2)CC/C=C/C[C@H]1CC(=O)N(CCO)Cc1ccccc1	6.0
COc1cccc(CNC(=O)C2CCN(S(=O)(=O)c3cccc4nonc34)CC2)c1	2.7
CCCNc1[nH]c(=O)n(C)c(=O)c1N=O	1.4
COc1ccc(-n2nc3c(c2NC(=O)CC(C)C)CS(=O)C3)cc1 (configuration not stated)	1.2
Cc1cc(C)cc(C(=O)NC(CC(N)=O)c2ccc(NCC3CC3)c([N+](=O)[O-])c2)c1 (configuration not stated)	-1.0
O=C(Cc1ccc([N+](=O)[O-])cc1)NCc1ccccn1	1.7
Cc1cc(NC(=O)CSCC(=O)N(C)Cc2ccc(Cl)cc2Cl)no1	-1.0
O=C(/C=C/c1ccccc1)N/C(=C/c1ccccc1)C(=O)NCCCO	-1.3
Cc1ccccc1NC(=S)Nc1cccc([N+](=O)[O-])c1	-1.6
C#CCNC(=O)C[C@H]1C[C@@]2(C(=O)OC)C(=C[C@H](C(C)C)O[C@@H]2C2CC2)N(CCCCCCCC)C1=O	5.0
CCOc1ccc(-c2nn(-c3ccccc3)cc2/C=C2\SC(=S)N(Cc3ccco3)C2=O)cc1	1.4
C#CCOCCOCCOCCNc1nc(N2CCN(C(=O)[C@H]([C@@H](C)CC)n3cc([C@@H](N)Cc4ccc(O)cc4)nn3)CC2)nc(N2CCN(C(=O)[C@H]([C@@H](C)CC)n3cc([C@@H](N)CC(C)C)nn3)CC2)n1	5.2
C=C1CSc2nc3ccccc3c(=O)n21	0.8
Fc1ccc(-c2nn3c(C4COc5ccccc5O4)nnc3s2)cc1 (configuration not stated)	-1.1
O=C(NCc1nc2ccccc2[nH]1)c1cccc(S(=O)(=O)N2CCOCC2)c1	-3.5
COc1ccc(NC(=O)CSc2nnc(CN3CCOCC3)n2-c2ccccc2)cc1Cl	-0.9
Cc1nn(-c2ccccc2)c2[nH]c(=O)cc(C(F)F)c12	0.3
COc1ccc(OCc2nc(N)nc(Nc3ccc(C)cc3)n2)cc1	5.7
CCN(CC)C(NC(=O)Cc1ccccc1)C(Cl)(Cl)Cl (configuration not stated)	4.8
COc1cccc(NC(=S)N2CCc3cc(OC)c(OC)cc3C2)c1	-5.3
COC(=O)c1ccccc1NC(=O)c1cnn2c(C(F)F)cc(C3CC3)nc12	5.0
CCOC(=O)c1nnn(-c2nonc2-n2cccc2)c1CN1CCC(C)CC1	-2.0
C=CCn1c(SCC(=O)Nc2c(C)n(C)n(-c3ccccc3)c2=O)nc2ccccc2c1=O	-2.1
CC1CCCCC1NC(=O)Cn1c(=O)oc2cc(S(=O)(=O)N3CCCC3)ccc21 (configuration not stated)	-0.3
COc1ccc(Br)c(Cn2c(C)c(C(=O)NCc3ccc4c(c3)OCCO4)sc2=O)c1	-1.6
CCN1/C(=C/C(=S)Nc2ccccc2)Sc2ccccc21	-6.1
CN(C)S(=O)(=O)c1cc(NC(=O)CN2CCc3ccccc32)ccc1Cl	2.0
O=C(NCc1ccccn1)c1ccc(Cl)cc1Cl	-0.5
O=C(Nc1ccccc1Br)c1cc[n+]([O-])cc1	3.3
CC(=O)Nc1ccc(S(=O)(=O)Oc2cccc(N3C(=O)C4CCCCC4C3=O)c2)cc1 (configuration not stated)	7.7
Cc1cccc(NC(=O)c2ccc(S(=O)(=O)N3CCCCCC3)cc2)n1	-0.8
FC(F)Oc1ccc(NC(=S)Nc2ccc3cn[nH]c3c2)cc1	-0.7
CCCCOc1ccc(NC(=O)CN2CCN(C(=O)OCC)CC2)cc1	4.9
COc1ccc(-n2c(COc3ccc(Cl)cc3)nnc2SCC(=O)Nc2ccc(Oc3ccccc3)cc2)cc1	0.8
NC(=O)CSc1nc(-c2ccccc2Cl)ns1	-0.1
Cn1nc(C(C)(C)C)cc1C(=O)N1CCCC(C)(C(=O)NS(=O)(=O)C2CC2)C1 (configuration not stated)	3.7
CSc1ccccc1NC(=O)c1noc2c1CCC2	3.3
O=C(CN1C(=O)CC(c2ccccc2)S(=O)(=O)c2ccccc21)NC1CCCC1 (configuration not stated)	-1.8
Cc1ccc(C(=O)Nc2nc(=O)[nH]s2)cc1	2.8
Cc1ccc2c(CC(=O)NNC(=O)c3ccccc3O)coc2c1	-2.4
CCOC(=O)C1(C)CCN1C(=O)Cc1ccc(OC)cc1 (configuration not stated)	7.0
CCOC(=O)C1CCN(C(=O)C(=O)N2CCC(C(=O)OCC)CC2)CC1	0.6
CCCCNC(=S)N1CCN(C(c2ccccc2)c2ccccc2)CC1	-5.1
CC(=O)N1c2ccccc2NC2=C(C(=O)CC(C)(C)C2)C1c1cccn1C (configuration not stated)	-2.8
Cc1nc(Nc2ccccc2)c2oc3ccc(Cl)cc3c2n1	5.1
O=C(CSc1nc2ccccc2c(=O)[nH]1)N1CCCCCC1	2.4
Cc1ccc(C)c(S(=O)(=O)N2CCCOC2CNC(=O)C(=O)NC2CC2)c1 (configuration not stated)	1.2
CCc1ccccc1NC(=O)CSc1nnc([C@@H]2CCCN2C(=O)OC(C)(C)C)o1	-0.3

2 records picked at random from those above:
structure	TbREL1 inh
CCCCOc1ccc(NC(=O)CN2CCN(C(=O)OCC)CC2)cc1	4.9
CC(=O)N1c2ccccc2NC2=C(C(=O)CC(C)(C)C2)C1c1cccn1C (configuration not stated)	-2.8

Screening results (PubChem)
